HGIII-sPLA2 inh: Inhibits HGIII-sPLA2 liposome hydrolysis, primary screen; Q9NZ20; QFRET BODIPY PC-A2 liposome hydrolysis, fluorescence; inhibition, % at 12.2 µM; hit rate 0.56% among 370,000; AID 743126;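 active means inhibition above mean plus 3 SD of compounds lying within the high and low control bounds, cut at about 19% in these data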;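 further: 0% = median of test compound wells and 100% = no enzyme DMSO wells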
ARFGAP1 inhibitor: inhibitors of rat ARFGAP1; Arfgap1-stimulated ARF1 GTP hydrolysis, GDP FP detection; inhibition, % at 16.5 µM; hit rate 0.26% among 360,000;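 active means inhibition above a per-plate limit, mean inhibition of low control wells plus 3 SD, cut at about 25% in these data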;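 further: 0% = DMSO wells with enzyme and 100% = wells lacking Arfgap1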
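Replicates: Single well per compound | Assay system: Truncated rat Arfgap1 GAP domain | Control set: No-Arfgap1 wells (100%) versus DMSO full-reaction wells (0%) | Times: Enzyme reaction 120 min at 25 °C after 20 min preincubation | Reagent: Human ARF1(Δ1-17)-GTP substrate | Measured by: Tracer-displacement fluorescence polarization with EDTA stop, 620/688 nm | Measure: Percent inhibition of Arfgap1-stimulated GTP hydrolysis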
Rev-erbA mod: Rev-erb alpha (human) modulation. AID 1259318. P20393. hit rate 0.79% among 370,000. Rev-erbα–FITC-DNA binding, fluorescence polarization, 90 min. activity, % at 10 µM;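 active means activity above about 14%, limit read from the data; passing the limit was not always enough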;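 further: 0% = DMSO wells with 35 nM protein and 100% = DMSO wells with 750 nM protein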
DDE Tn6 FP inh: DD(E)-Tn6 binding inhibition, primary FP screen; hit rate 0.21% among 370,000; inhibition, % at 8.3 µM; Fibrin DD(E) TRITC-Tn6 fluorescence polarization displacement; P02675;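 active means inhibition above a per-campaign cutoff: mean of compounds within control limits plus 3 SD, cut at about 15% in these data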;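 further: 0% = median of all compound wells on the plate and 100% = blocking peptide control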
PLCg1 inh: PLC-gamma1 (human) inhibition, primary screen | P19174 | purified PLC-gamma1, fluorogenic substrate, fluorescence | inhibition, % at 12.2 µM | hit rate 0.84% among 370,000 | AID 720700; in the data active means inhibition above about 9.5%
UHRF1 binding: blocks human UHRF1 binding to methylated DNA | inhibition, % at 4.4 µM | Q96T88 | UHRF1 binding to methylated oligo, TR-FRET | hit rate 0.75% among 370,000; in the data active means inhibition above about 21%;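 further: UHRF1 SRA domain binding a hemimethylated CpG hairpin DNA probe; 0% = median of test compound wells and 100% = reference inhibitor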
KLK7 zymogen act: activates the human kallikrein-7 zymogen; AID 652039; purified proKLK7, EDANS-DABCYL substrate fluorescence; 100% is mature enzyme control, 0% vehicle; hit rate 0.9% among 370,000; P49862; activation, % at 7 µM;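 active means activation above the mean of all tested compounds plus 3 SD, computed per campaign excluding outliers beyond control limits, cut at about 13% in these data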
ASAP1 GAP inh: ASAP1 ArfGAP inhibition | Q9ULH1 | ASAP1-stimulated ARF1 GTP hydrolysis, GDP FP detection | inhibition, % at 16.5 µM | hit rate 0.19% among 360,000 | AID 624377; in the data active means inhibition above about 25%;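 further: 0% = vehicle with enzyme and substrate and 100% = no enzyme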
PLC-beta3 inh: inhibitors of human phospholipase C beta3; Q01970; hit rate 0.18% among 370,000; AID 720704; Purified PLC-beta3, fluorogenic substrate, fluorescence; inhibition, % at 12.2 µM; in the data active means inhibition above about 11%;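 further: 0% = median of compound wells on plate and 100% = full blocker control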
Target sequence (Q01970 whole entry, looked up): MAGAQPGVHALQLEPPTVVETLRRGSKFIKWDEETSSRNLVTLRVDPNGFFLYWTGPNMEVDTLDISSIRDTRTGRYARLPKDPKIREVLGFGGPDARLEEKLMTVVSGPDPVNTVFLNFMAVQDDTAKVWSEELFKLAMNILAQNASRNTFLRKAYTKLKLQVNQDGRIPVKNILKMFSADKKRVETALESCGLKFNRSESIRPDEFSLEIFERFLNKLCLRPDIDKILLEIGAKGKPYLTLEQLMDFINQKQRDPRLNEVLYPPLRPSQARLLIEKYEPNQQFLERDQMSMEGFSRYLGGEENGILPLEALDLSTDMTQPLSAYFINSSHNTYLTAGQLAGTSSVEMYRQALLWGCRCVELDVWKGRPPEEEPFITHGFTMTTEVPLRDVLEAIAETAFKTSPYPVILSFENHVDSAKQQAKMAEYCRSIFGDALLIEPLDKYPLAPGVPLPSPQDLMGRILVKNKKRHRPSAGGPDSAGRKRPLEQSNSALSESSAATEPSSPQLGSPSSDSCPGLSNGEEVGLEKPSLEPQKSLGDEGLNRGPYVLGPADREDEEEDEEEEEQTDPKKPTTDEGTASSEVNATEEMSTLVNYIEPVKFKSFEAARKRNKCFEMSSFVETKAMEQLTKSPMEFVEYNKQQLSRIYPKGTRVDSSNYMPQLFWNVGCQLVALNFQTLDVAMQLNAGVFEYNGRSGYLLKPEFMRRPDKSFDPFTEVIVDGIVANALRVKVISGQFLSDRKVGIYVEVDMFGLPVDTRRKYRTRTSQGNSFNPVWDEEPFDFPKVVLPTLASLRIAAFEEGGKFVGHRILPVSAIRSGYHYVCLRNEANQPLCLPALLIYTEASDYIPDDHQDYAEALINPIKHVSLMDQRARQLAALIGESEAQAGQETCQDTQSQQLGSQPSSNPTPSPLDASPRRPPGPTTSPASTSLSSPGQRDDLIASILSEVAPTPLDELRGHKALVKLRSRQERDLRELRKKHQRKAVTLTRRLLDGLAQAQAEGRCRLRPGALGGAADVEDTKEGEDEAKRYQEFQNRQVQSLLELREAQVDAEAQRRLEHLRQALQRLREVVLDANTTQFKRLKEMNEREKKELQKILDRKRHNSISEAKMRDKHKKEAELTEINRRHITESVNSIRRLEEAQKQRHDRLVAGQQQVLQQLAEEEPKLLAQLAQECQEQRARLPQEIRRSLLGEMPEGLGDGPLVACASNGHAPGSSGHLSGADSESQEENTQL
DDE Tn7 FP inh: disrupts Tn7 cyclic peptide binding to fibrin D-Dimer-E complex; P02675; FP displacement of FITC-Tn7 peptide from fibrin DD(E); 0% = median of compound wells per plate; inhibition, % at 8.3 µM; hit rate 0.13% among 370,000;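 active means inhibition above the mean of compounds falling within the control limits plus 3 SD of them, cut at about 14% in these data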;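 further: 0% = plate median of compound wells and 100% = 10 µM Aha-Tn7 peptide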
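Assay system: Human clot-derived fibrin DD(E) complex | Buffer or medium: Tris/NaCl/CaCl2 buffer, pH 7.8 | Repeats: One replicate per compound | Benchmarks: Aha-Tn7 high control | Measure: % inhibition scaled between sample-field median and high-control FP | Schedule: 10 min plus 3 h, room temperature | Signal: Fluorescence polarization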
The depositor's hits bear a star; / = not tested or not shown; & = joins results of further samples.

SMILES	HGIII-sPLA2 inh	ARFGAP1 inhibitor	Rev-erbA mod	DDE Tn6 FP inh	PLCg1 inh	UHRF1 binding	KLK7 zymogen act	ASAP1 GAP inh	PLC-beta3 inh	DDE Tn7 FP inh
c1ccc(C2(NC3=NCCO3)CCCCC2)cc1	0	-5	-7	-7	5	2	0.6	-7	4	1
O=c1[nH]c(=O)n(-c2cccc(Cl)c2)c(O)c1/C=N/c1ccccn1	0	-2	-2	-11	-2	0	-1.6	6	-5	4
COc1ccc(C(CC(=O)N2CCC3(CC2)OCCO3)NS(=O)(=O)c2ccc(C)cc2)cc1 (stereo not drawn)	-1	2	-2	-12	4	8	0.3	9	7	-1
Cc1ccnc(-n2c(-c3ccccc3)nc3ccccc3c2=O)c1	5	-15	0	3	1	2	-0.4	-6	0	5
CCCCn1nc(C)c(C(=O)O)c1Cl	-2	2	3	6	-1	-1	-1.0	1	-4	-1
Clc1cc(Cl)cc(CN2Cc3ccccc3-n3nncc3C2)c1	4	/	-4	-4	0	0	0.1	/	2	-1
CC(=O)c1ccc(NC(=O)N2C[C@H]3C[C@@H](C2)c2cccc(=O)n2C3)cc1	3	5	-3	1	1	-2	0.0	9	2	5
COc1ccc(CN2CCN(C(=O)Cc3ccccc3)CC2)cc1Br	-6	-6	-1	13	7	-2	-0.6	-6	-2	-7
O=C(Cc1ccccc1)OCc1ccccc1	7	6	2	-3	-2	2	0.4	6	-3	0
O=C(c1ccc2c(c1)OCO2)C1CCCN(Cc2ccc(F)c(F)c2)C1 (stereo not drawn)	13	3	-1	11	-4	0	0.6	-9	-13	13
COc1ccc(CCNCc2ccc(C)s2)cc1OC	2	10	-1	12	1	2	0.2	-3	4	4
Oc1ccc(CCNCc2cc3c(cc2Br)OCO3)cc1	-3	6	2	-4	-1	-2	0.1	-4	0	2
COc1ccc(C(=O)C2CCCN(Cc3ccc(C)s3)C2)c(OC)c1 (stereo not drawn)	-6	-6	2	-6	3	1	-0.1	-2	-3	-1
S=C=Nc1ccccn1	5	-5	1	4	-2	-3	-0.7	-12	-1	-4
Cc1ccccc1-c1nc2ccccc2c(=O)n1C	-4	9	3	-7	-1	-2	0.1	15	-5	-7
CC(C)(C)c1ccc(CN2C(=O)CN=C(c3ccccc3)c3ccccc32)cc1	0	5	-5	-8	1	-5	0.0	-10	2	4
Cn1cccc1/C=C1\C(=O)NC(=O)N(Cc2ccccc2)C1=O	-6	0	-3	-7	-7	-3	-0.2	5	-18	-4
Cc1ccc(N2C(=O)NC(=O)/C(=C/c3ccoc3)C2=O)cc1	-18	-5	-30	4	-14	63*	-0.8	0	-20	-6
CN(C)[C@@H]1C(=O)C(C(N)=O)=C(O)[C@@]2(O)C(=O)C3=C(O)c4c(O)cccc4[C@@](C)(O)[C@H]3[C@H](O)[C@@H]12	-6	-11	-25&-24&-36	1	-37	67*	-3.8	-21	-60	-5
CC(=O)c1cc(C(C)=O)c(C)[n+](C)c1C	2	-10	-3	6	-5	0	-0.5	1	-10	5
CC(=O)OC1(c2ccccc2)CC(C(C)(C)C)CN(C(C)(C)C)C1 (stereo not drawn)	10	-8	-2	-6	1	4	0.4	-3	0	1
COc1cccc(-c2cc(C(F)(F)F)n3nc(C(=O)N4CCC5(CC4)OCCO5)cc3n2)c1	3	8	-10	1	-7	-1	0.1	2	-6	-1
S=C(NCCc1ccccc1)N1Cc2ccccc2-n2nncc2C1	9	4	1	4	0	0	1.0	3	-2	5
C=CCn1c(O)c(C(C)=NCc2cc(OC)cc(OC)c2)c(=O)[nH]c1=O	-2	-4	-3	5	1	1	0.2	-16	-2	-3
CCOC(=O)C1(Cc2ccc(Cl)cc2)CCN(C(C)CCn2cccn2)CC1 (stereo not drawn)	-6	17	-1	-2	1	-1	-0.2	6	0	4
Cc1cc(/C=C2\C(=O)NC(=O)N(Cc3ccco3)C2=O)c(C)n1-c1ccc(O)cc1	-11	11	-22	-2	3	36*	0.1	-1	-14	-4
CCOC(=O)C1(CCOc2ccccc2)CCN(Cc2ccc(C)s2)CC1	-8	2	2	-3	0	-1	0.0	5	1	8
Nc1ccccc1C(=O)c1ccccc1	17	-7	4	2	-2	4	-0.4	3	4	9
Fc1ccc(CNCCc2ccc3c(c2)OCO3)cc1	0	0	-4	3	5	-3	0.1	-7	0	-4
C[C@]12C[C@H](O)[C@@H](O)CC1=CCC1C2CC[C@@]2(C)C1CC[C@@H]2O (stereo partly drawn)	1	-8	0	8	-1	0	0.0	-19	2	1
Cc1nn(Cc2ccccc2)c(Cl)c1C(=O)Nc1ccc(OC(F)(F)F)cc1	5	5	-4	3	1	0	0.1	-10	3	1
N/C(=N\[N+](=O)[O-])N/N=C/c1ccc(O)cc1	2	16	3	-3	5	2	-0.4	12	8	-4
CCN1CCN(C(=O)COc2ccc3oc4c(c3c2)CCCC4)CC1	-12	0	2	1	-6	3	-0.4	8	-9	1
COc1ccc(CCN)cc1S(N)(=O)=O	0	-1	3	2	0	0	0.6	-2	4	-2
O=C(N/N=C/c1c(O)n(C2CCCCC2)c(=S)[nH]c1=O)c1ccccc1	-2	-7	6	0	-13	10	0.4	6	-20	-3
COc1cc(/C=C2\C(=O)NC(=O)N(c3ccccc3)C2=O)cc(OC)c1O	4	13	2	7	-2	3	0.0	4	-8	-5
O=C1NC(=S)NC(=O)C1c1ccccc1	8	2	4	-12	-3	5	-0.3	-2	-3	4
O=c1[nH]c(O)c(C=NCCc2ccccc2)c(=O)[nH]1	1	1	-2	-2	4	0	0.7	3	1	-9
Nc1nonc1C(=O)N/N=C/c1ccc([N+](=O)[O-])o1	3	-7	5	-5	0	2	0.7	9	3	4
C=CCn1c(O)c(C(C)=NCCC(c2ccccc2)c2ccccc2)c(=O)[nH]c1=O	6	9	2	0	4	4	-0.6	3	3	6
Cc1ccc(C2CC(=O)C(C=NCCN3CCN(C(=O)Cc4ccccc4)CC3)=C(O)C2)cc1 (stereo not drawn)	-1	-7	0	3	-9	-2	0.9	4	-4	-1
COc1cc2c(c(OC)c1OC)-c1ccc(O)c(=O)cc1[C@@H](N)CC2	1	1	1	8	-8	-1	-0.3	15	-11	0
CCOc1cc2c(cc1OCC)-n1cccc1C(c1ccccc1OC)NC2 (stereo not drawn)	-11	10	-10	-3	0	-1	0.2	-8	-5	3
Cc1ccccc1-n1c(O)c(/C=N/c2nccs2)c(=O)[nH]c1=O	4&8	-4&-11	-4&0	1&4	6&-6	1&0	0.4&-0.3	20&-4	2&-2	-8&1
COc1ccccc1OCC(=O)N1CCCC(N2CCN(c3ccc(F)cc3)CC2)C1 (stereo not drawn)	5	-8	-8	0	-2	2	0.0	-5	-10	8
CCOC(=O)C1(CCc2ccccc2)CCN(C(C)CSC)CC1 (stereo not drawn)	3	-8	2	-2	4	2	0.0	-2	3	2

Compound profiles, from the list above. Values in the order: HGIII-sPLA2 inh | ARFGAP1 inhibitor | Rev-erbA mod | DDE Tn6 FP inh | PLCg1 inh | UHRF1 binding | KLK7 zymogen act | ASAP1 GAP inh | PLC-beta3 inh | DDE Tn7 FP inh
O=C1NC(=S)NC(=O)C1c1ccccc1 as listed: 8 | 2 | 4 | -12 | -3 | 5 | -0.3 | -2 | -3 | 4
CCN1CCN(C(=O)COc2ccc3oc4c(c3c2)CCCC4)CC1 as listed: -12 | 0 | 2 | 1 | -6 | 3 | -0.4 | 8 | -9 | 1
O=C(Cc1ccccc1)OCc1ccccc1 as listed: 7 | 6 | 2 | -3 | -2 | 2 | 0.4 | 6 | -3 | 0
CC(=O)c1cc(C(C)=O)c(C)[n+](C)c1C as listed: 2 | -10 | -3 | 6 | -5 | 0 | -0.5 | 1 | -10 | 5

2 compounds from above, reduced to DDE Tn6 FP inh.
| Compound | DDE Tn6 FP inh |
| --- | --- |
| COc1cc2c(c(OC)c1OC)-c1ccc(O)c(=O)cc1[C@@H](N)CC2 | 8 |
| CCOc1cc2c(cc1OCC)-n1cccc1C(c1ccccc1OC)NC2 (stereo not drawn) | -3 |

Only part of the results is shown; count on the stated rates, not on these rows.
